Source: PubChem BioAssay
Tau ThT inhib = qHTS for Inhibitors of Tau Fibril Formation, Thioflavin T Binding; recombinant tau K18 P301L, heparin-induced fibrillization, ThT fluorescence; Potency, µM (titrated, usually from 57.4 µM), for the others: top-dose activity, negative = inhibition, most hits filed as inhibitors; 2.1% of 270,000 active; further: on the % scale 0 is the no-effect control and ±100 the full control effect; nearly all actives have a fitted effect of over 55% in size
Target sequence (P10636 561-689 P618L limits assumed): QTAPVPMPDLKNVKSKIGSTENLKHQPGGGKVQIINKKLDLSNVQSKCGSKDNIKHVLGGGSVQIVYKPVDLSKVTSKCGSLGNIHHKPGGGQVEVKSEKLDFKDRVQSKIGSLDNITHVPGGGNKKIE
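Heparin-induced (20 uM) aggregation of recombinant human K18 P301L tau, 15 uM unlabeled with 0.24 uM labeled, pH 7 acetate buffer, 6 hr at 37 C with compound. Fibrils quantified by 30 uM ThT fluorescence after 1 hr ambient incubation.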
KDM4E inh = qHTS Assay for Inhibitors of Human Jumonji Domain Containing 2E (JMJD2E); Lysine-specific demethylase 4E (Homo sapiens), B2RXH2; JMJD2E catalytic domain, FDH-coupled NADH fluorescence (FDH is formaldehyde dehydrogenase); Potency, µM (doses to about 57.1 µM), inactives show at the top dose activity change, negative = inhibition, most hits filed as inhibitors; 1.6% of 230,000 active; active means well fitted inhibition curve with a large enough effect, not every such curve was filed as active; inconclusive means small, poorly fitted or top-dose-only effect, or another doubt; inactive means no such curve, though single readings can be large or run the other way;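 further: 0% = wells with enzyme and -100% = buffer wells without enzyme; nearly all actives have a fitted effect of over 50% in size; many of its hits are not listed in these tables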
Target sequence (B2RXH2 1-337 limits assumed): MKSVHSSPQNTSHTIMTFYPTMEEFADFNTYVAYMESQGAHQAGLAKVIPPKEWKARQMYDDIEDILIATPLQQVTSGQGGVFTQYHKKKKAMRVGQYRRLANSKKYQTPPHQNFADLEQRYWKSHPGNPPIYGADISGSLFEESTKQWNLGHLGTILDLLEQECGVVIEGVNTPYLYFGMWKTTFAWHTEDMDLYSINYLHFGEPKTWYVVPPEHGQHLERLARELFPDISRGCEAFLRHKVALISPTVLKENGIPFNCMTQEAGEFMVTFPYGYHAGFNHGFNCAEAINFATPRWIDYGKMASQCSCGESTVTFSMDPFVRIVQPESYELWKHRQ
SMN2 splice up = qHTS Assay for Enhancers of SMN2 Splice Variant Expression; HEK293 SMN2-luciferase splicing reporter, luminescence, 30-36 h; Potency, µM (highest dose often 46.1 µM), for the others: at the highest dose activity change, positive = activation, hits mostly activators; 2.8% of 210,000 active; AID 1458, 2008; further: % of control where 0% means no effect; nearly all actives have a fitted effect of over 55% in size
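qHTS luciferase splicing reporter: luminescence rises when SMN2 exon 7 is included in transfected HEK293 cells. Compound exposure lasted 30-36 h at 37C, with 4.5 mM final sodium butyrate as control, followed by a ONE-Glo read.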
HttQ103 aggreg = qHTS Multiplex Assay to Identify Dual Action Probes in a Cell Model of Huntington: Aggregate Formation (GFP) | PC12 HttQ103-GFP aggregates, Acumen cytometry, 40 h | Potency, µM (series often up to 46.1 µM), for inactives: at the top dose activity change, negative = inhibition, actives largely listed as inhibitors | 1.1% of 220,000 active; further: on the % scale 0 is the no-effect control and ±100 the full control effect; nearly all actives have a fitted effect of over 60% in size
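Huntingtin Q103 exon 1–GFP aggregates in induced PC12 cells (100 nM tebufenozide) were quantified by cytometry from lysates, with compounds dosed in titration.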
HTT ATP protect = qHTS Multiplex Assay to Identify Dual Action Probes in a Cell Model of Huntington: Cytoprotection (ATP) | PC12 HTT-Q103 induced, cytoprotection, ATP luminescence, 40 h | Potency, µM (top dose mostly 56.4 µM), inactives show cytoprotection (ATP increase), usual class: activators | 0.14% of 230,000 active | AID 1471, 2008;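 further: % of control where 0% means no effect; nearly all actives have a fitted effect of over 45% in size; toxic huntingtin expression switched on by the ecdysone agonist tebufenozide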
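Huntington model: PC12 line, ecdysone-inducible HTTQ103 exon1–GFP, tebufenozide 100 nM. Test articles in a dose series. Endpoint luminescence from cellular ATP.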
ALDH1A1 block = qHTS Assay for Inhibitors of Aldehyde Dehydrogenase 1 (ALDH1A1); 7.3% of 220,000 active; Potency, µM (titrated, usually from 75.3 µM), for inactives: at the highest dose activity, negative = inhibition, actives largely listed as inhibitors; Purified ALDH1A1, NADH fluorescence, propionaldehyde substrate; active means well fitted inhibition curve with a large enough effect, not every such curve was filed as active; inconclusive means small, poorly fitted or top-dose-only effect, or another doubt; inactive means no such curve, though single readings can be large or run the other way;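 further: plate controls were no enzyme wells and a reference inhibitor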
Target sequence (P00352 whole entry, looked up): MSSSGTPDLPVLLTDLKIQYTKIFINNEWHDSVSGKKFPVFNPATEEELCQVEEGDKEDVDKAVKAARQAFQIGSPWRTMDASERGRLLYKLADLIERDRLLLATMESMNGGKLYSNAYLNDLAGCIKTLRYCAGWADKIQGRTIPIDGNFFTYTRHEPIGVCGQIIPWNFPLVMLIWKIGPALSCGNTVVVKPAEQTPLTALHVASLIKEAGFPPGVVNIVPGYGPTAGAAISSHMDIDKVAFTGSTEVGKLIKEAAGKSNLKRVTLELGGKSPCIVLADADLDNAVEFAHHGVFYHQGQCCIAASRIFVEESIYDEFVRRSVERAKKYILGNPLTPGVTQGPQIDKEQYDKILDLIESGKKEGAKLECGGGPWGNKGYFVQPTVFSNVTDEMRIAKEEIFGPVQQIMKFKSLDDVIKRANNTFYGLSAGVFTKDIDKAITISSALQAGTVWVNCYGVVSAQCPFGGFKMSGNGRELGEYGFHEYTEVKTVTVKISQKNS
Tau fibril FP = qHTS for Inhibitors of Tau Fibril Formation, Fluorescence Polarization; Microtubule-associated protein tau (Homo sapiens), P10636; K18 P301L tau heparin fibrillization, Alexa594 FP, 6 h; Potency, µM (titrated, usually from 57.7 µM), without a hit: top-dose activity, negative = inhibition, actives largely listed as inhibitors; 0.39% of 280,000 active; AID 1468, 2008; further: on the % scale 0 is the no-effect control and ±100 the full control effect; nearly all actives have a fitted effect of over 55% in size
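Compound effects on tau fibrillization are measured by Alexa 594 fluorescence polarization (ex 555, em 632 nm). K18 P301L tau is used at 15 uM with 0.24 uM labeled tracer, and 20 uM heparin induces aggregation over 6 hr at 37 C.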
Tau fluor counter = Counterscreen qHTS for Inhibitors of Tau Fibril Formation, Fluorescence Polarization | Potency, µM (highest dose often 57.7 µM), for the others: at the highest dose activity change, negative = decrease | tau K18 P301L Alexa594 fluorescence, heparin fibrillization | 0.93% of 280,000 active; further: on the % scale 0 is the no-effect control and ±100 the full control effect; nearly all actives have a fitted effect of over 55% in size
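Human tau K18 P301L (15 uM unlabeled, 0.24 uM Alexa 594-labeled) in 100 mM sodium acetate pH 7 with 20 uM heparin, 6 hr at 37 C. ThT 30 uM added, 1 hr ambient; Alexa 594 FP and total fluorescence read at 555/632 nm.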
* marks the source's active call; other numbers are inactive results; u = inconclusive; x = not tested or not shown; [ ] = another dose, or the depositor's remark. Unless noted, the call rests on the fitted dose curve; in most records, active means well fitted curve in the direction sought with a large enough effect; inconclusive means small, poorly fitted or top-dose-only effect, or another doubt; inactive means no such curve, though single readings can be large; an effect the other way counts as inactive or inconclusive. Potency means the concentration at half of the fitted maximal effect. Not all compounds are listed. The share of hits here may be higher or lower than overall.

SMILES	Tau ThT inhib	KDM4E inh	SMN2 splice up	HttQ103 aggreg	HTT ATP protect	ALDH1A1 block	Tau fibril FP	Tau fluor counter
COc1cccc(N2CCN(S(=O)(=O)c3ccc4nc(-c5ccccc5)[nH]c4c3)CC2)c1	6%	u	1%	1%[9.22 µM]	-18%	8%	u	u
CC(C)(C)C(=O)Nc1nc2c(s1)COc1ccccc1-2	-19%	-26%	-28%	u	-9%[10 µM]	-8%	-7%	-14%
c1ccc(CCNc2nnnn2-c2ccccc2)cc1	-8%	-2%	u	-7%	-17%	u	-9%	-11%
CS(=O)(=O)c1ccc(Sc2nc3ccccc3[nH]2)c([N+](=O)[O-])c1	-12%	3%	-6%	-30%	-6%	12%	4%	-20%
O=C(CSc1nc2ccc(Cl)cc2[nH]1)NCCc1ccccc1	-9%	-6%	-25%	12%	17%[10 µM]	-8%	-11%	-22%
COc1ccc(OC)c(NC(=O)CC(NCCC2=CCCCC2)C(=O)O)c1 (stereo not given)	-2%	-1%	-14%	18%	8%	-2%	0%	-1%
Cc1[nH]n(-c2ccccc2)c(=O)c1CCO	-5%	0%	x	-6%	-12%	15%	-1%	-2%
CC1COc2ccccc2N1C(=O)c1ccc(Cl)nc1 (stereo not given)	6%	-16%	-2%	-13%	-17%	-6%	u	-1%
CCCCCn1c(=O)[nH]c2cc(C(=O)N3CCN(c4ccc(OC)cc4)CC3)ccc2c1=O	-13%	x	-5%	x	x	x	12%	-20%
O=C(Nc1ccccc1SCC1CSc2nc3ccccc3c(=O)n21)c1cccc(Cl)c1 (stereo not given)	-13%	3%	u	21%	3%[10 µM]	-5%	-4%	-12%
CCN1CCN(CCCOc2ccc(Cl)cc2Br)CC1	9%	5%	-18%	x	x	13µM*	3%	14%
Cc1cc2ccccc2c(=O)n1CC(=O)NCC(=O)N1CCCC1	-1%	u	5%	7%	-18%	-12%	0%	1%
CCCN1C(=O)c2cc(C(=O)Nc3ccccc3C)ccc2C1Nc1ccccc1C (stereo not given)	-10%	-3%	x	7%[9.22 µM]	9%[10 µM]	x	0%	-8%
CN(C)/C=C(\c1cnc(Cl)s1)S(=O)(=O)c1ccccc1	-8%	4%	-9%	-1%[9.22 µM]	-13%	u	2%	-7%
OCC(O)C(O)C(O)C(O)C1NCCS1 (stereo not given)	20µM*	-5%	6%	3%	12%[10 µM]	-1%	u	-15%
Cc1ccccc1NCc1ccc(O)c2ncccc12	-11%	7.1µM*	-22%	u	-13%[1.9 µM]	4µM*	6%	-8%
Cn1c(Cn2c(=O)sc3ccccc32)nnc1SCC(=O)N1CCN(c2ccccc2)CC1	-5%	0%	2%	-8%	0%	1%	1%	-3%
CCCCOC(=O)c1ccc(NC(=O)c2ccc3c(c2)CCN3S(=O)(=O)c2ccccc2)cc1	19%	x	-58%[inhibitor]	x	x	x	u	-26%
CN1CCN(NC(=S)NC2CCCCC2)CC1	-3%	15%	5%	6%	3%[10 µM]	5%	2%	-1%
COc1ccc(Cl)cc1S(=O)(=O)n1cnc2ccccc21	-2%	-3%	4%	-3%	3%[1.9 µM]	u	6%	-5%
COCCN(CCOC)S(=O)(=O)c1ccc(C(=O)Nc2nnc(COC)o2)cc1	-9%	u	15%	17%	1%	u	-8%	-5%
COc1ccc(OC)c(Nc2nc(-c3sc(NC(=O)C(C)(C)C)nc3C)cs2)c1	u	u	-52%[inhibitor]	u	-67%[inhibitor]	2%	14%	14µM*[quencher]
Cc1cnc(C)c(N2CCC(C(=O)NCc3cccs3)CC2)n1	1%	3%	1%	-16%	3%	21%	6%	1%
O=[N+]([O-])c1ccc(NCCCN2CCOCC2)c(Cl)c1	-17%	-9%	2%	14%	u	20%	-5%	-8%
O=C(CCC(=O)N(CC(=O)NC1CCCC1)Cc1cccs1)Nc1nccs1	-1%	2%	x	19%[9.22 µM]	23%[10 µM]	-2%	-1%	1%

Limited to Tau fluor counter, ALDH1A1 block and KDM4E inh, for some of the entries so far:
| SMILES | Tau fluor counter | ALDH1A1 block | KDM4E inh |
| --- | --- | --- | --- |
| CC(C)(C)C(=O)Nc1nc2c(s1)COc1ccccc1-2 | -14% | -8% | -26% |
| c1ccc(CCNc2nnnn2-c2ccccc2)cc1 | -11% | u | -2% |

New compounds follow:
SMILES	Tau ThT inhib	KDM4E inh	SMN2 splice up	HttQ103 aggreg	HTT ATP protect	ALDH1A1 block	Tau fibril FP	Tau fluor counter
COc1ccc(/C=C(\C#N)c2nc(-c3cc4ccccc4oc3=O)cs2)cc1OC	-15%	x	-7%	x	x	x	u	-19%
Cc1ccc2c(C(=O)CNc3nncs3)c(C)[nH]c2c1	u	3%	x	-10%[9.22 µM]	7%[10 µM]	0%	-6%	-24%
COc1cccc2c1C(=O)c1c(O)c3c(c(O)c1C2=O)C[C@](O)(C(C)=O)C[C@H]3O[C@@H]1C[C@H](N)[C@H](O)[C@H](C)O1	x	-3%[25.5 µM]	-46%[inhibitor][20.6 µM]	x	-47%[inhibitor][40.3 µM]	-4%[20.9 µM]	x	x
COC(=O)[C@H]1C[C@@H]1[C@H](NS(=O)(=O)c1ccc(-c2ccccc2)cc1)c1ccccc1	-12%	3%	-71%[inhibitor]	x	10%	-2%	u	-27%
Cc1onc(-c2c(Cl)cccc2Cl)c1C(=O)NC(C)(C)CO	1%	2%	13%	-2%	3%	12%	10%	6%
Cc1ccc(S(=O)(=O)c2nc(NC3CCS(=O)(=O)C3)sc2Cl)cc1 (stereo not given)	-15%	0%	x	23%	-22%[10 µM]	2%	-6%	-9%
O=C1CNC(=S)N1c1nc2ccccc2s1	x	-2%	x	-2%[9.22 µM]	9%[10 µM]	x	-4%	-7%
Cc1cc(C)n2cc(CSCc3ccco3)nc2n1	u	u	2%	-3%	-1%[10 µM]	u	-15%	-12%
CCOC(=O)COc1ccc(S(=O)(=O)NCc2cccnc2)cc1	3%	5%	43%	-3%	7%	6%	4%	-2%
Cc1ccc2cccc(S(=O)(=O)n3nc(C)cc3C)c2n1	0%	1%	u	7%	13%	0%	-2%	1%
COc1ccc(Cl)cc1NC(=O)CSc1nnc(Cn2c(=O)sc3ccccc32)n1C	-3%	-3%	-19%	0%	-4%	-1%	-7%	-10%
Cc1ccc(C(=O)c2oc3ccccc3c2NC(=O)Cc2coc3cc(C)ccc23)cc1	-5%	x	-4%	x	x	x	-12%	u
COc1ccc(CNC(=O)c2nn(-c3ccccc3C)nc2CO)cc1	-2%	x	-13%	x	x	x	3%	-5%
N#Cc1cccc(CS(=O)(=O)c2nc3ccccc3s2)c1	u	3%	1%	x	x	14µM*	u	-7%
COc1ccc(CCNC(=O)c2nc(SCc3ccc(F)cc3)ncc2Cl)cc1OC	-7%	x	-39%[inhibitor]	x	x	x	5%	-7%
O=C(O)CN1C(=O)COc2cc(S(=O)(=O)N3CCCC3)ccc21	-10%	2%	-14%	0%	0%	11%	-3%	-7%
Cc1ccc(NC(=O)Cn2cnc3c(=O)n(C)c(=O)n(C)c32)c(C)c1	-8%	-2%	-23%	3%	1%[0.074 µM]	-4%	0%	-9%
O=C(Nc1cccc(O)c1)c1ccc(Br)cc1	-8%	3%	4%	-29%	-13%	8%	1%	-17%
O=C(CSc1nc2[nH]ncc2c(=O)n1-c1ccccc1)N1CCCc2ccccc21	-6%	8%	-13%	1%	-6%[0.074 µM]	-9%	3%	-8%
Cc1cc([N+](=O)[O-])ccc1NC(=O)CSc1nccn1C	-5%	x	-27%	x	x	x	1%	-7%
Cc1ccc(S(=O)(=O)NCC(=O)NC2CCCCCC2)cc1	-3%	10%	-14%	12%	-15%[0.074 µM]	3%	0%	6%
Cc1nn(-c2ccc([N+](=O)[O-])cc2)c2c1C(c1ccc(OC(F)F)cc1)N1C(=N2)C(=O)Nc2ccccc21 (stereo not given)	u	7%	24%	-12%	-69%[inhibitor]	9%	u	u
CC(=O)Nc1ccc(-c2csc(NCc3ccccc3)n2)cc1	u	-18%	17%	-4%[9.22 µM]	2%[10 µM]	u	3%	-28%
CC(C)NC(=O)C1CCN(C2CCN(C(=O)C3=CCCC3)CC2)CC1	1%	-1%	x	-4%[9.22 µM]	1%[10 µM]	2%	6%	3%
COC(c1ccccc1)c1nnc(CCC(=O)N2CCCCCCC2)o1 (stereo not given)	-7%	-3%	x	-13%[9.22 µM]	-15%[10 µM]	u	4%	-2%
Remaining list, next part:
SMILES	Tau ThT inhib	KDM4E inh	SMN2 splice up	HttQ103 aggreg	HTT ATP protect	ALDH1A1 block	Tau fibril FP	Tau fluor counter
CCc1ccc(/C=C2\SC(=S)N(CCC(=O)N3CCN(C)CC3)C2=O)cc1	-11%	-4%	-40%[inhibitor]	12%	18µM*	u	10%	-14%
O=C(c1ccco1)N1CCN(C(c2ccccn2)c2nnnn2C2CCCC2)CC1 (stereo not given)	u	-3%	13µM*	15%	13%[10 µM]	13µM*	-7%	-11%
Cc1ccc(NC(=O)COC(=O)Cc2csc(-c3cccc(F)c3)n2)cc1C	-1%	8%	11%	6%	25%[10 µM]	11µM*	-10%	-5%
CC1CCN(CC(=O)c2c[nH]c3ccccc23)CC1	-21%	-5%	-16%	-13%	-8%	3%	-1%	-22%
Cc1cc(NS(=O)(=O)c2ccc(NC(=O)CCCOc3ccc(Cl)cc3)cc2)no1	-5%	1%	-25%	-1%	-2%[10 µM]	-1%	10%	2%
Cn1ncc2c(NNC(=O)c3ccccc3Cl)ncnc21	3%	u	-10%	4%	37%[10 µM]	6%	-3%	3%
Cc1onc(-c2c(Cl)cccc2Cl)c1C(=O)NCc1ccccn1	7%	1%	6%	-2%	6%	3%	-7%	4%
C/C(=C\C(=O)c1c(O)cc(C)oc1=O)N(C)C	-6%	-3%	1%	21%	-10%	2%	-5%	-7%
Cc1cc(=O)oc2cc(OC(C)C(=O)NCC3CCCO3)ccc12 (stereo not given)	-11%	u	1%	10%	13%[10 µM]	u	-7%	-7%
